UHRF1 MBD2 ctr: blocks human UHRF1 binding to methylated DNA | Q96T88 | UHRF1 binding to methylated oligo, TR-FRET | inhibition, % at 4.4 µM | 0.75% of 370,000 active; in the data active means inhibition above about 21%;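 further: UHRF1 SRA domain binding a hemimethylated CpG hairpin DNA probe; 0% = median of test compound wells and 100% = reference inhibitor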
PRMT1 inh: blocks human protein arginine methyltransferase 1; inhibition, % at 2.79 µM; AID 652257; Q99873; 1.3% of 370,000 active; recombinant PRMT1, activity-based probe fluorescence polarization;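 active means inhibition above about 21% made by adding two undisclosed values, limit read from the data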
HTRA1 inh: inhibitors of human serine peptidase HTRA1; Q92743; recombinant HTRA1, FP-rhodamine activity-based probe, fluorescence polarization; inhibition, % at 5.96 µM; 0.5% of 340,000 active; in the data active means inhibition above about 36%;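 further: 0% = enzyme with DMSO and 100% = wells lacking enzyme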
MBD2 DNA inh: MBD2-methylated oligo binding inhibition; TR-FRET, MBD2 binding to methylated oligonucleotide; inhibition, % at 4.4 µM; 0.31% of 370,000 active; AID 686964; in the data active means inhibition above about 13%
GC-A act: GC-A (human) enzyme activation; HEK293 GC-A cells, cGMP TR-FRET, EC30 ANP; 0% at EC30 ANP, 100% saturating ANP; activation, % at 10 µM; 0.14% of 370,000 active; AID 1671463; in the data active means activation above about 40%
mABHD4 FP: ABHD4 (mouse) inhibition, primary FP screen; 0.54% of 370,000 active; purified mABHD4, FP-Rh probe fluorescence polarization; Q8VD66; inhibition, % at 8.92 µM;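 active means inhibition exceeding the mean over every tested compound plus 3 SD, cut at about 30% in these data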;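 further: 0% = plate median of compound wells and 100% = S159A mutant with DMSO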
Target sequence (Q8VD66 whole entry, looked up): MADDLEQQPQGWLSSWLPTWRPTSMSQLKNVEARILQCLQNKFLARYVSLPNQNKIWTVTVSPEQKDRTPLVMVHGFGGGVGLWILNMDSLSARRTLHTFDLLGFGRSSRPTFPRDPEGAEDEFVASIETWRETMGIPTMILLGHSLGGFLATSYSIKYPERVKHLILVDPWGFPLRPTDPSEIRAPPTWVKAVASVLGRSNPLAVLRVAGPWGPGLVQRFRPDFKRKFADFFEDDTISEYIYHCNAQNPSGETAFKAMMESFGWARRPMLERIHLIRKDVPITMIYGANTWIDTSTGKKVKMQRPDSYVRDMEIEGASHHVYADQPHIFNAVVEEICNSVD
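system = mouse ABHD4 enzyme, wild type | medium = HEPES pH 7.0, NaCl, Pluronic buffer | also added = FP-Rh probe | incubation = Enzyme–compound pre-incubation 45 min, then probe 60 min, both 25 °C | technique = fluorescence polarization, excitation 525 nm, emission 598 nm, BODIPY TMR filters | controls = S159A mutant high control, sample median low control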
SIAE primary: blocks human sialic acid acetylesterase | Q9HAT2 | SIAE FP-Rh probe binding, fluorescence polarization | inhibition, % at 9.66 µM | 0.69% of 370,000 active | AID 1053197;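 active means inhibition above a cutoff: mean of compounds within the control limits plus 3 SD of those, cut at about 17% in these data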;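 further: 0% = plate median of compound wells and 100% = probe without SIAE protein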
Target sequence (Q9HAT2 whole entry, looked up): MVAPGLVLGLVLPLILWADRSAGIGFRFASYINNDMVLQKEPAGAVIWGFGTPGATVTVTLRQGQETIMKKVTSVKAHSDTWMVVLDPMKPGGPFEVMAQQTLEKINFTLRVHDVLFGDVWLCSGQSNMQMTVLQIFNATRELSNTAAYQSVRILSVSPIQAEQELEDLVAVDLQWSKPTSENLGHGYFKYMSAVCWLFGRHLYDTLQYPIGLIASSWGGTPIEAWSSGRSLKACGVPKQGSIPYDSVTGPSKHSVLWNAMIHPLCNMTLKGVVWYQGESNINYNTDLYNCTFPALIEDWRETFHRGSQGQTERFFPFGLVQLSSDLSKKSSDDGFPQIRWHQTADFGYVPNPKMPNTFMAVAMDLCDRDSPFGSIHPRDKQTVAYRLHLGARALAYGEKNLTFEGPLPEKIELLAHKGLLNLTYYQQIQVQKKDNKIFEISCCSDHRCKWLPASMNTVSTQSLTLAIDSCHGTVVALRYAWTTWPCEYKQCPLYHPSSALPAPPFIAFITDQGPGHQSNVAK
TCR-CD3 inh: human TCR-CD3 binding inhibition | TAMRA-labeled TCR probe fluorescence, biochemical | inhibition, % at 9.4 µM | 0.37% of 360,000 active | AID 651800; in the data active means inhibition above about 19%;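 further: recombinant mutant TCR 2C K166C tagged with TAMRA read by polarization; 0% = receptor in buffer alone and 100% = receptor with positive control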
rCAG binder: binds r(CAG) RNA repeats. AID 651821. r(CAG) RNA repeat, TO-PRO-1 dye displacement fluorescence. 1.3% of 370,000 active. inhibition, % at 3 µM;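 active means inhibition above the plate cutoff, the mean of all test compounds on that plate plus 3 SD, cut at about 35% in these data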;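 further: 0% = DMSO alone and 100% = 100 µM mitoxantrone as full dye displacement; higher means more dye released from RNA so lower well fluorescence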
NPR2 activator: GC-B (human) receptor activation; P20594; HEK293-GC-B cells, CNP EC30, cGMP TR-FRET; 0% at EC30 CNP, 100% saturating CNP; activation, % at 10 µM; 0.11% of 370,000 active; AID 1920062;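 active means activation at 10 µM reaching about 35% in either raw or pattern-adjusted values, limit read from the data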
Numbers without * were called inactive; / = not tested or not shown.

Values run as follows: UHRF1 MBD2 ctr	PRMT1 inh	HTRA1 inh	MBD2 DNA inh	GC-A act	mABHD4 FP	SIAE primary	TCR-CD3 inh	rCAG binder	NPR2 activator
1: CCc1ccc(C2C3=C(CCCC3=O)OC3=C2C(=O)CCC3)cc1
→ 0	0	0	3	2	-3	0	-3	-4	5
2: Cc1ccccc1-c1ccc(=O)n(CC(=O)Nc2ccc(-n3cnnn3)cc2)n1
→ 12	0	-5	0	-8	-4	5	1	21	-1
3: O=c1c(-c2ccc(O)cc2)coc2cc(O)ccc12
→ 2	2	-4	-1	-1	13	3	-3	4	3
4: O=C(NCc1ccco1)C1CC(c2ccc(F)cc2)=NO1 (stereo unspecified)
→ 2	6	5	2	5	4	0	-6	-1	-1
5: CN1C(c2ccccc2)CCOS1(=O)=O (stereo unspecified)
→ 2	-1	5	-3	0	6	-5	1	-1	-4
6: O=C(NC(C(=O)N1CCCC1C(=O)NC1CCCC1)c1ccccc1)c1cccs1 (stereo unspecified)
→ 2	2	/	2	-1	6	-3	-2	0	0
7: CCOC(=O)c1[nH]ncc1CN1CCC(Cc2ccccc2)(C(=O)OCC)CC1
→ -2	-3	17	-2	-1	-1	-4	3	-8	0
8: CCN(Cc1ccncc1)C(=O)c1ccccc1NS(=O)(=O)c1ccc(F)cc1
→ -2	0	0	4	-3	4	0	2	9	3
9: Cc1ccc2n(n1)c(=O)c(Cc1ccccc1)c([O-])[n+]2-c1ccccc1
→ -2	-2	2	3	4	4	0	3	-6	-2
10: C/C(=C\c1ccco1)CN1CCN(Cc2ccc(C)o2)C(CCO)C1 (stereo unspecified)
→ -3	-1	3	4	-1	2	-2	7	-5	-3
11: NC(=O)c1nn(-c2ccc(Cl)cc2Cl)c(=O)cc1O
→ 0	2	3	-6	0	3	0	6	1	5
12: Cc1nn(C)c(C)c1S(=O)(=O)N(CC(=O)NCCCOC(C)C)c1ccc(C(C)C)cc1
→ 1	2	2	3	-2	3	-3	-6	-4	3
13: COCCn1c(SCC(=O)NC2CCCC2)nc2ccccc2c1=O
→ 1	1	1	5	0	-9	9	6	-1	-1
14: Cc1cccc(OCC(=O)Nc2nnc(-c3ccco3)s2)c1
→ -4	1	-7	0	1	-3	-2	8	9	-3
15: CN(C(=O)c1cc2c(=O)n3ccccc3nc2s1)C1CCCCC1
→ -5	-1	-6	-4	10	1	1	10	-3	3
16: COc1c(C)cc(C(=O)C2CCCN(C(=O)c3ccoc3)C2)cc1C (stereo unspecified)
→ 3	-5	0	1	-2	-3	1	2	-4	3
17: Nc1c(-c2ccccc2)c(CSc2nc3ccccc3[nH]2)nn1-c1cccc(Cl)c1
→ 4	-2	-39	5	4	-4	-13	6	4	0
18: Cc1cccc(NC(=O)CSc2nnc(-c3ccncc3)n2C)c1
→ 0	-3	-2	2	-1	0	14	5	-2	0
19: Cc1ccc(NC(=S)NC(=O)c2cncc(Br)c2)cc1Cl
→ 1	3	/	5	1	-3	4	-4	3	-2
20: CC(C)(C)NC(=O)c1ccc2c(c1)N(CC(=O)NC1CCCC1)C(=O)C(C)(C)O2
→ 2	7	-2	-2	3	4	-7	-6	-1	5
21: COc1ccc(NC(=O)C2(C)CCN2Cc2ccccc2Cl)cc1OC (stereo unspecified)
→ 3	1	/	4	5	-1	-2	-9	-1	6
22: Cc1cc2nc(-c3ccco3)c(CC(C)(C)C)n2c(C)c1Br
→ 10	6	/	-3	-1	7	6	8	15	-11
23: O=C(CNc1ccc(Br)cc1)NNC1=NCCC1
→ 3	0	4	2	3	0	9	-11	-1	-1
24: CC[C@@]1(C(=O)OC)N[C@H](CN(C)S(=O)(=O)c2ccc(OC(F)(F)F)cc2)[C@@H]2C(=O)N(C)C(=O)[C@@H]21
→ 19	2	6	8	1	-8	12	-6	-1	2
25: Nc1o[nH]c(=O)c1Cc1ccccc1
→ 0	2	8	1	0	1	-3	-2	3	2
26: Cc1ccc(C(O)c2nccn2C)o1 (stereo unspecified)
→ -2	2	3	-6	1	5	6	7	1	0
27: CCn1cc(/C=C(\NC(=O)c2ccccc2F)C(=O)NCCN2CCOCC2)c2ccccc21
→ -2	-1	6	1	-1	2	7	-4	-4	-1
28: CC(=O)N1CCc2cc(S(=O)(=O)NCCN3CCC(C)CC3)ccc21
→ 4	1	3	3	5	-6	-1	0	6	7
29: O=C(c1ccc(CNc2c(NC3CCCCC3)c(=O)c2=O)cc1)N1CCc2ccccc21
→ 6	0	4	10	-1	-2	2	0	9	-7
30: COc1ccc(C(=O)OCC(=O)Nc2cccc(C(C)=O)c2)c(OC)c1OC
→ 1	1	4	-1	0	0	2	-8	-4	-2
31: Oc1ccc(Br)cc1-c1ccnn1-c1ccccc1
→ -1	0	-11	-4	-6	-6	5	5	-5	-4
32: Cc1cccc(C(=O)O[C@H]2[C@H](Cc3ccccc3)NS(=O)(=O)[C@H]3CC4C=C[C@]23O4)c1
→ -1	-2	-53	0	1	-8	-17	0	11	-3
33: COc1ccccc1NC(=O)C(C)OC(=O)Cc1n[nH]c(=O)c2ccccc12 (stereo unspecified)
→ 2	-1	4	2	-2	8	6	-3	2	0
34: CCOC(=O)c1ccccc1NC(=O)c1ccccc1NS(C)(=O)=O
→ -2	2	-3	-3	2	-1	-3	5	2	5
35: Cc1ccc2c(CN3CCN(S(=O)(=O)c4ccc5c(c4)OCCO5)CC3)cc(=O)oc2c1C
→ 3	2	-14	5	0	7	-3	1	3	-8
36: CCCCn1nc2cc(C(=O)NCCc3ccc(C)cc3)ccc2c1OCC
→ 1	1	-3	4	1	-3	-5	-1	3	2
37: Cc1nc(SCC(=O)Nc2c(C)n(C)n(-c3ccccc3)c2=O)nc(C)c1C
→ 1	-7	4	-3	-3	-1	1	8	0	-7
38: Cc1ccc(-c2cc(C(=O)N3CCCC3)no2)cc1
→ 0	-4	6	2	-3	-1	-1	4	-3	-2
39: O=C(CC1S/C(=N/N=C/c2cccs2)NC1=O)Nc1ccc(Cl)cc1 (stereo unspecified)
→ -1	-1	3	0	-5	-5	-14	0	24	-5
40: CC(C)(C)c1ccc(C(=O)NNC(=O)c2cccc(-n3cnnn3)c2)cc1
→ 1	-2	-4	0	-2	0	0	-5	1	0
41: COC(=O)C1=C(C)N(c2ccc(OC)c(OC)c2)C(=O)/C1=C\c1cccs1
→ -1	-1	-2	-2	4	0	7	3	2	7
42: CCOC(=O)CC(=O)Nc1nc2ccccc2s1
→ 1	0	1	0	5	-4	5	2	2	-1
43: O=C(c1cc(Cl)ccc1F)N1CCCC(c2nc(-c3cccs3)no2)C1 (stereo unspecified)
→ 2	4	/	3	0	-2	0	/	2	-1
44: COC(=O)Cn1c(C(=O)N(C)C)cc2c1C[C@H]1CN(C(=O)c3ccccc3)[C@@](Cc3ccc(F)cc3)(C(=O)OC)[C@@H]21
→ -3	-3	/	-1	-2	3	5	4	4	1
45: CC(CNc1ccc(Cl)cc1)(CNc1ccc(Cl)cc1)[N+](=O)[O-]
→ 0	1	3	0	-3	-13	11	5	3	0
46: CN(C)CCNc1cnn(-c2ccccc2)c(=O)c1Cl
→ 2	0	-4	4	-6	1	1	-4	-1	4
47: O=C(Nc1ncccn1)C1=C(O)c2ccccc2S(=O)(=O)N1Cc1ccccc1
→ 0	3	8	1	5	-1	-5	-1	5	0
48: C=C(C)c1cccc(C(C)(C)NC(=O)N2CCN(C/C=C/c3ccccc3)CC2)c1
→ 2	-1	-7	4	-2	11	1	-1	-10	4
49: CCN(C[C@H]1N[C@@](CC)(C(=O)OC)[C@H]2C(=O)N(Cc3ccccc3)C(=O)[C@@H]12)C(=O)c1ccc(F)cc1
→ 2	5	0	2	-2	6	4	-9	-4	-1
50: CCN(CC(=O)NCc1cccs1)C(=O)/C=C/c1ccc(F)cc1
→ -3	-3	2	2	5	-5	1	2	1	3
51: O=C1Cc2ccccc2C(=O)N1CCc1ccccc1
→ -8	-7	-12	-2	-9	-1	-5	6	8	-1
52: CCOC(=O)C(CC)Sc1ccc2nnc(CCNS(=O)(=O)c3ccccc3)n2n1 (stereo unspecified)
→ -1	-1	-1	1	-3	-1	3	2	-5	-2
53: Cc1[nH]n(C)c(=O)c1C(=O)c1c(-c2ccccc2Cl)noc1C
→ -6	2	-19	-2	1	-3	3	-10	-6	2
54: Cn1c(-n2c(CCCN3C(=O)c4ccccc4C3=O)nc3ccccc3c2=O)nc2ccccc21
→ 2	1	5	2	-1	-6	0	2	-3	0
55: Cc1cc(-n2c(C)cc(C(=O)CN3C(=O)C(=O)N(C)C3=O)c2C)no1
→ 2	2	-2	1	-2	-10	1	-4	1	-3
56: Cc1ccc(OCCN2C(=O)NC3(CCc4ccccc4C3)C2=O)cc1 (stereo unspecified)
→ 3	7	-8	0	3	-2	-6	-5	-7	4
57: OC(COCC1COc2ccccc2O1)CN1CCc2ccccc2C1 (stereo unspecified)
→ 10	0	4	11	-5	5	-1	-1	-12	-3
58: CCOc1cc(/C=C(\C#N)C(N)=O)ccc1OS(=O)(=O)c1ccccc1
→ -1	-2	1	-1	-2	6	1	2	2	-4
59: CCC(CC)C(=O)NCCNC(=O)C(CC)CC
→ 2	5	-3	0	-3	1	0	-3	-2	1
60: O=C(/C=C/c1ccco1)Nc1ccc2nn(-c3ccccc3)nc2c1
→ 0	14	-81	-1	-6	-37	-28	12	40*	-1

Reprinted from the part before: three compounds, followed by the next part.
Values run as follows: UHRF1 MBD2 ctr	PRMT1 inh	HTRA1 inh	MBD2 DNA inh	GC-A act	mABHD4 FP	SIAE primary	TCR-CD3 inh	rCAG binder	NPR2 activator
58: CCOc1cc(/C=C(\C#N)C(N)=O)ccc1OS(=O)(=O)c1ccccc1
→ -1	-2	1	-1	-2	6	1	2	2	-4
59: CCC(CC)C(=O)NCCNC(=O)C(CC)CC
→ 2	5	-3	0	-3	1	0	-3	-2	1
60: O=C(/C=C/c1ccco1)Nc1ccc2nn(-c3ccccc3)nc2c1
→ 0	14	-81	-1	-6	-37	-28	12	40*	-1
61: O=C(Nc1nc2ccccc2[nH]1)c1ccccc1F
→ 0	-3	1	-1	5	1	-4	1	1	-3
62: CCC(CC)C(=O)NCc1cccnc1
→ 3	8	1	4	1	-8	-8	-6	-4	0
63: COc1ccc(C(=O)Nc2ccc(NC(C)=O)cc2)cc1S(=O)(=O)N1CCCC1
→ 1	-1	4	-3	3	2	1	-7	5	2
64: COc1ccc(S(=O)(=O)N2CCC(C(=O)N3CCN(C)CC3)CC2)cc1OC
→ 1	-2	15	1	-3	-4	1	4	-4	4
65: Cc1cccc(OCCOCCSc2ncccn2)c1
→ 0	-1	-6	2	1	-1	1	8	-5	1
66: O=S(=O)(NCc1cccs1)c1ccccc1Cl
→ 0	-2	-3	-3	0	-3	2	5	1	0
67: COCCCn1c(C(=O)NC2CCCCC2)cc2c(=O)n3cccc(C)c3nc21
→ -1	-2	-12	-4	5	-2	5	1	3	0
68: CC1SCCN1S(=O)(=O)c1ccc2ccccc2c1 (stereo unspecified)
→ 2	2	-14	0	-2	-1	3	-3	-1	2
69: CC1CN(C(=O)c2ccccc2NS(=O)(=O)c2ccc(Cl)cc2)CC(C)O1 (stereo unspecified)
→ -1	1	-4	2	-2	4	1	4	20	1
70: O=C(CSc1nc(N2CCCCC2)nc(N2CCCCC2)n1)N1CCN(c2ccccc2)CC1
→ -4	-1	-6	-1	-9	5	2	5	6	-10
71: CC1CCCCN1CCNC(=O)CC1Oc2ccccc2NC1=O (stereo unspecified)
→ 0	-4	7	-5	-5	1	4	10	1	4
72: CCCc1nnc(NC(=O)CCC(=O)NCc2ccccc2OC)s1
→ -1	3	4	0	-3	1	5	-2	-3	2
73: C[C@H](OC(=O)c1[nH]cnc1C(=O)N1CCN(C(=O)OC(C)(C)C)CC1)c1ccccc1
→ -2	-3	-5	-2	-2	4	3	0	-8	4

The list is partial; rates above refer to the full screens.
